Assay outcomes (PubChem)
EPAC2 antagonist = qHTS for Antagonist of cAMP-regulated guanine nucleotide exchange factor 2 (EPAC2): primary screen; Rap guanine nucleotide exchange factor 4 (Homo sapiens), Q8WZA2; EPAC2 GEF exchange of Rap1B-BODIPY-GDP, fluorescence; Potency, µM (doses to about 114 µM), for the others: at the top dose activity, negative = inhibition, most hits filed as inhibitors; 0.18% of 360,000 active; AID 720708, 2013; also: % is scaled to controls: 0 for no effect and ±100 for the full control effect; nearly all actives have a fitted effect of over 45% in size; many of its hits are not listed in these tables
Target sequence (Q8WZA2 whole entry, looked up): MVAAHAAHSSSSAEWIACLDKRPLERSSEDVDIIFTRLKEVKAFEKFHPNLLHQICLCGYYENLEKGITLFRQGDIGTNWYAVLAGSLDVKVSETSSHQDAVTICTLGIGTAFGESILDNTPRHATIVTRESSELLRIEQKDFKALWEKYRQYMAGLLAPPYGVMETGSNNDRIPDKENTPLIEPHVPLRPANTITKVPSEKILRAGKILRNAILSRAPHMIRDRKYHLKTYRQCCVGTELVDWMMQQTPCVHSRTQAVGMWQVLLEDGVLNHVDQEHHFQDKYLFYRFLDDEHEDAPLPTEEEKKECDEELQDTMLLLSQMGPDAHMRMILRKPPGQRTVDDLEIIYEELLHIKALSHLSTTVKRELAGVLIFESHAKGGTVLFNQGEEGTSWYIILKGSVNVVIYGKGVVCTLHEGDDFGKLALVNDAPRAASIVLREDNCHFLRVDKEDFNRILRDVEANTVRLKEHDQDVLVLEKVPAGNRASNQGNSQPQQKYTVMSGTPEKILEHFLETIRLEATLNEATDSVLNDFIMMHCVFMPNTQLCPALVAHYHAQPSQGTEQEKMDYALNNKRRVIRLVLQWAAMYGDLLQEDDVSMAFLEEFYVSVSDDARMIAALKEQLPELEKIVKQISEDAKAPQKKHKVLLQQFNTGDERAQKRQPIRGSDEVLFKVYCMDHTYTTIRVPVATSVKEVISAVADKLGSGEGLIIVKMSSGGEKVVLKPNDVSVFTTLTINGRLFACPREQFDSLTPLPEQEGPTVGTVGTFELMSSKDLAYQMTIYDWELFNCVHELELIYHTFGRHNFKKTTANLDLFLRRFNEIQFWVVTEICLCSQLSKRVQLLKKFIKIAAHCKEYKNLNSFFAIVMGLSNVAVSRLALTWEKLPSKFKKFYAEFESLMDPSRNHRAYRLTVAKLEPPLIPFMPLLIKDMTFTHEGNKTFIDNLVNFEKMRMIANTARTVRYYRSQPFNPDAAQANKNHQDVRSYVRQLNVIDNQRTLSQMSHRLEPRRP
ATXN2 expr inh = Primary qHTS for Inhibitors of ATXN expression. 0.72% of 360,000 active. HEK-293 ATXN2-luciferase reporter, luminescence, 24 h. Potency, µM (highest dose often 57 µM), inactives show at the highest dose activity change, negative = inhibition, usual class: inhibitors; also: % is scaled to controls: 0 for no effect and ±100 for the full control effect; nearly all actives have a fitted effect of over 55% in size
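ATXN2-luciferase reporter cells (luciferase flanked by upstream and downstream ATXN2 gene portions) were treated 24 h at 37 °C with compounds at up to 57 uM. SteadyGlo luminescence gave expression; GF-AFC fluorescence gave viability.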
Nrf2 inh = Nrf2 qHTS screen for inhibitors | 2.1% of 360,000 active | AID 504444, 2011 | A549 ARE-Fluc reporter, luciferase luminescence, 18-24 h | Potency, µM (doses to about 46 µM), inactives show at the top dose activity change, negative = inhibition, usual class: inhibitors; also: % is scaled to controls: 0 for no effect and ±100 for the full control effect; nearly all actives have a fitted effect of over 60% in size
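A549 ARE_Fluc cells, 5000/well, 5% FBS OPTI-MEM; compounds in dose-response, 18-24 h at 37 °C/5% CO2; CellTiter-Fluor viability read (Ex 405/Em 525), then BugLite luciferase luminescence = Nrf2 activity.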
Nrf2 activator = qHTS of Nrf2 Activators. AREc32 ARE-luciferase reporter (MCF7-derived line), luminescence, 24 h. Potency, µM (highest dose often 46.1 µM), for inactives: top-dose activation, most hits filed as activators. 0.31% of 410,000 active; also: % of control where 0% means no effect; nearly all actives have a fitted effect of over 65% in size
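ARE-driven firefly luciferase activity in AREc32 cells measured after a 24 hr compound exposure at 37 deg C, using Steady-Glo reagent and a 30 min room-temperature hold.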
S2 tox = Viability Counterscreen for Primary qHTS for Inhibitors of ATXN expression. S2 cells (HEK-293 line with an ATXN2-luciferase reporter) viability, CellTiter-Fluor protease fluorescence, 24 h. Potency, µM (doses to about 56.7 µM), actives largely listed as cytotoxic. 0.49% of 400,000 active. AID 651635, 2014; also: nearly all actives have a fitted effect of over 40% in size
A549 tox = Nrf2 qHTS screen for inhibitors: counterscreen for cytotoxicity. A549 ARE-Fluc cells, CellTiter-Fluor viability, 18-24 h. Potency, µM (titrated, usually from 46 µM), without a hit: at the highest dose activity change, negative = cytotoxicity, actives largely listed as inhibitors. 0.16% of 390,000 active. AID 504648, 2011; also: % is scaled to controls: 0 for no effect and ±100 for the full control effect
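A549 ARE_Fluc cells in 5% FBS OPTI-MEM were exposed to compounds in concentration-response for 18-24 h at 37 deg C. Viability was read by CellTiter-Fluor fluorescence (Ex 405/Em 525) after 30 min, before the luciferase read.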
TGFb SMAD3 inh = qHTS for Inhibitors of TGF-b; HepG2 CAGA-GFP TGF-b/SMAD3 reporter, GFP fluorescence, 18 h; TGF-beta stimulated, 500 pg/mL final; Potency, µM (highest dose often 46.1 µM), for inactives: at the highest dose activity, negative = inhibition, most hits filed as inhibitors; 1.2% of 410,000 active; also: % is scaled to controls: 0 for no effect and ±100 for the full control effect; nearly all actives have a fitted effect of over 65% in size
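Inhibition was scored as loss of TGF-beta-induced (500 pg/mL final, 18 hours, 37 degrees C) GFP in HEPG2 cells carrying a CAGA-GFP reporter, in DMEM with 1% FBS. Well GFP was summed per cell; Activity was normalised to unstimulated and stimulated DMSO wells, then concentration-response fitting.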
HepG2 viability = qHTS for Inhibitors of TGF-b: Cytotox Counterscreen; HepG2 CAGA-GFP viability, ATP luminescence, 18 h; Potency, µM (doses to about 46.1 µM), for inactives: top-dose activity change, negative = cytotoxicity, actives largely listed as cytotoxic; 0.76% of 410,000 active; AID 588856, 2011; also: some results filed as inactive show a strong effect at the top dose
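HepG2 CAGA-GFP cells (1000/well, DMEM with 1% FBS) received compound, then TGF-beta at 500 pg/mL final, and were incubated 18 hours at 37 degrees C. Viability was read by CellTiter-Glo luminescence. Media-only wells were set as complete cell-killing and DMSO as no toxicity.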
MCF10A rereplic = A quantitative high throughput screen for small molecules that induce DNA re-replication in MCF 10a normal breast cells. MCF 10A DNA re-replication, Hoechst nuclear intensity, 48 h. Potency, µM (highest dose often 46.1 µM), for the others: at the top dose activity, positive = re-replication, hits mostly activators. 2.9% of 350,000 active. AID 624296, 2012; also: % of control where 0% means no effect; nearly all actives have a fitted effect of over 50% in size
Starred values were filed as active, the others as inactive; i = inactive; ? = inconclusive; nt = no result given; & = joins results of further samples; [ ] = remark or other dose. Calls follow the shape of the dose curve; as a rule, active = well fitted curve in the direction sought with a large enough effect; inconclusive = small, poorly fitted or top-dose-only effect, or another doubt; inactive = no such curve, though single readings can be large; an effect the other way counts as inactive or inconclusive. Potency is read from the fitted curve at half-maximal effect. Not all compounds are listed; count on the stated rates, not on these rows.

SMILES	EPAC2 antagonist	ATXN2 expr inh	Nrf2 inh	Nrf2 activator	S2 tox	A549 tox	TGFb SMAD3 inh	HepG2 viability	MCF10A rereplic
CN(C)S(=O)(=O)c1cc(C(=O)N2CCC(C(=O)O)(c3ccccc3)CC2)ccc1Cl	12.2%	-4.6%	12.3%	-0.5%	i	0.7%	5.7%	0.4%	-3.2%
CCCOP(=O)(OCCC)C(Nc1ccc(C(C)C)cc1)c1ccc([N+](=O)[O-])cc1 (centres undefined)	-22.0%	-26.7%	?	3.1%	i	-23.4%	?	6.9%	?
NP(=O)(OCC(F)(F)F)Oc1cccc2ccccc12 (centres undefined)	6.1%	nt	-21.5%	5.2%	i	-0.6%	3.7%	-0.6%	4.3%
Cc1cccc(-n2nc(C)c3c2NC(=O)CSC3c2ccccc2Cl)c1 (centres undefined)	nt	0.0%	-3.4%	-0.5%	i	-0.5%	?	-15.6%	nt
CN1CCC(N(C)c2ncnc3ccc(Br)cc23)CC1	7.8%	-21.7%	nt	-0.1%	i	-6.3%	10.3%	-24.5%	7.9%
COC(=O)C1=C(c2cc3ccccc3o2)C[C@@H]2CC[C@H]1N2C(=O)NCc1ccc(F)cc1	-21.4%	-11.4%	0.2%	1.0%	?	-1.7%	?	-23.0%	?
NC(=O)c1ccc(OCCC(O)N2CC=C(c3ccc(F)cc3)CC2)cc1 (centres undefined)	-16.6%	-8.9%	-9.6%	2.9%	i	?	12.5%	-11.3%	?
COC(=O)C1=C(c2cccc(NC(C)=O)c2)C[C@@H]2CC[C@H]1N2C	-0.1%	2.2%	7.5%	0.0%	i	2.9%	4.2%	0.1%	-11.3%
Cc1c(C(=O)N2CCC3(CC2)OCCO3)oc2ccc(S(=O)(=O)N3CCCCC3)cc12	1.4%	2.5%	-8.2%	-0.2%	i	-2.8%	?	6.2%	?
COCc1cc(C2SCC(=O)Nc3c2c(=O)[nH]n3C(C)C)ccc1OC (centres undefined)	16.7%	-4.2%	nt	-0.5%	i	-2.4%	?	-1.5%	-2.2%
Cc1cc(=O)[nH]c(SCc2nc3ccccc3c(=O)n2-c2ccccc2C)n1	-1.8%	-15.0%	?	2.1%	i	-5.5%	13.7%	0.0%	-36.5%[inhibitor]
O=C(COc1ccc(Cl)cc1)N1CCN(C/C=C/c2ccccc2)CC1	-8.4%	-16.8%	?	6.4%	?	-11.2%	-2.9%	-2.4%	?
CC1(C)NC(=S)C(C)(C)N1N=O	-4.2%	-2.9%	0.6%	-0.1%	i	2.7%	-4.2%	-1.7%	1.0%
COc1cccc(-n2c(C)nc3ccccc3c2=O)c1	-16.9%	0.0%	10.9%	-0.2%	i	-1.4%	6.0%	-8.9%	-2.0%
CCOc1ccc(N2C(=O)CC(=O)NC2=O)cc1	8.6%	-5.6%	-0.6%	-0.2%	?	-1.2%	17.5%	-2.9%	?

Three entries drawn at random from the list so far:
SMILES	EPAC2 antagonist	ATXN2 expr inh	Nrf2 inh	Nrf2 activator	S2 tox	A549 tox	TGFb SMAD3 inh	HepG2 viability	MCF10A rereplic
Cc1c(C(=O)N2CCC3(CC2)OCCO3)oc2ccc(S(=O)(=O)N3CCCCC3)cc12	1.4%	2.5%	-8.2%	-0.2%	i	-2.8%	?	6.2%	?
CN1CCC(N(C)c2ncnc3ccc(Br)cc23)CC1	7.8%	-21.7%	nt	-0.1%	i	-6.3%	10.3%	-24.5%	7.9%
CN(C)S(=O)(=O)c1cc(C(=O)N2CCC(C(=O)O)(c3ccccc3)CC2)ccc1Cl	12.2%	-4.6%	12.3%	-0.5%	i	0.7%	5.7%	0.4%	-3.2%

The results go on.
SMILES	EPAC2 antagonist	ATXN2 expr inh	Nrf2 inh	Nrf2 activator	S2 tox	A549 tox	TGFb SMAD3 inh	HepG2 viability	MCF10A rereplic
C=CC12CN(C)[C@@H]3C4CO[C@H](C[C@H]41)[C@]1(C(=O)Nc4ccccc41)[C@@H]32 (some centres undefined)	-0.1%	2.1%	1.3%	-0.7%	i	-6.5%	-1.4%	13.7%	-1.4%
Cc1ccccc1-c1ccc2c(c1)C1c3c(-c4ccccc4)nnn3-c3ccccc3C(=O)N1CC2 (centres undefined)	-22.0%	-27.4%	nt	3.0%	i	nt	-27.2%	-5.2%	nt
O=c1c2ccccc2nc(-c2ccccc2)n1-c1cccc(O)c1	-2.2%	4.1%	-3.5%	-0.5%[9.22 µM]	i	-7.1%	-10.9%	-13.6%	?
C[C@H]1CC[C@@]2(C)[C@@H](CC[C@@H]3[C@@H]2CC[C@]2(C)[C@@H](O)CC[C@@H]32)C1	-25.1%	4.6%	-19.0%	-0.6%	i	9.2%	0.4%	-6.1%	?
O=C(N/N=C/c1c(O)n(C2CCCCC2)c(=S)[nH]c1=O)c1ccccc1	5.1%	15.4%	?	4.1%	i	1.8%	22.8%	-1.4%	9.2%
CC(C)(C)c1cc([N+](=O)[O-])cc(C(C)(C)C)c1O	-5.4%	?	18.4µM*	0.0%	?	?	7.94µM*	-40.2%	13.1%
O=C1C[C@@H](c2ccc(O)cc2)Oc2cc(O)cc(O)c21	19.0%	18.0%&39.1%	14.2%	0.5%	i	-7.2%	-5.0%	2.4%	-25.3%
Nc1ccccc1C(=O)c1ccccc1	-9.0%	4.1%	10.6%	-0.4%	i	-0.9%	3.6%	-3.1%	10.4%
S=C(NCCc1ccccc1)N1Cc2cc(-c3ccccc3)ccc2-n2nncc2C1	-6.9%	-26.2%	nt	-0.7%	?	nt	?	-0.7%	nt
O=C(NCCSc1c(-c2ccccc2)[nH]c2ccccc12)c1ccc(S(=O)(=O)N2CCOCC2)cc1	nt	-31.6%	-29.7%[9.27 µM]	6.1%	?	-13.9%	?	-24.7%	nt
N/C(=N\[N+](=O)[O-])N1CCN(C(=O)Oc2ccccc2)CC1	2.6%	nt	1.1%	0.5%	i	10.0%	30.6%[activator]	-8.6%	-7.6%
O=C(O)CCn1cc(C=C2C(=O)NC(=O)NC2=O)c(-c2cc3ccccc3oc2=O)n1	3.3%	-18.3%	-0.2%	0.2%	i	-0.2%	9.1%	-1.4%	1.8%
C=CCN1C(=O)NC(=O)/C(=C/c2cccn2C)C1=O	-0.8%	-4.0%	-10.2%	-0.3%	i	-6.1%	37.2%[activator]	2.8%	-2.6%
O=C(Cc1ccccc1)N1CCN(Cc2cccc(Br)c2)CC1	11.3%	-14.6%	-5.1%	0.2%	i	-1.9%	-1.8%	-19.2%	3.3%
O=C(C(Cc1ccccc1)NS(=O)(=O)c1cccc2nsnc12)N1CCC2(CC1)OCCO2 (centres undefined)	-7.4%	3.3%	-25.2%	-0.8%	i	-3.8%	-8.0%	4.6%	696.4%[0.0737 µM]
Cc1ccc(Cl)cc1N1CCN(C(=O)c2cn(CC(C)C)c(=O)c3c2c2ccccc2n3C)CC1	nt	?	-10.2%	-0.4%	?	-5.1%	0.4%	1.2%	nt
CCCc1c(C)nc(SCC(=O)C(C)(C)C)nc1OC(=O)N(C)C	0.0%	-6.1%	-1.1%	-0.2%	i	0.2%	-15.7%	-1.2%	13.6%
CC(C)c1ccc2[nH]c(O)c(N=NC(=O)c3cccc(S(=O)(=O)Nc4ccc(Cl)cc4)c3)c2c1	0.7%	-30.0%	?	-0.2%	i	-24.1%	-26.8%	5.6%	2.3%
CC(C)N(Cc1ccccc1)C(=O)CCS(=O)(=O)c1ccc2c(c1)oc(=O)n2C	4.5%	3.5%&4.8%	-0.2%&9.8%	-0.5%&-1.3%	i	8.4%&9.7%	-16.1%&-0.3%	-1.1%&15.4%	6.8%
O=c1[nH]c(O)c(N=Nc2ccc(SC(F)F)cc2)c(=O)[nH]1	8.5%	-2.6%	-11.2%	22.3%	?	?	-0.9%	-7.7%	-4.0%
O=C1Nc2ccc(Br)cc2C(c2ccc(Cl)cc2)=NC1O (centres undefined)	-14.4%	nt	6.7%	-1.0%	?	0.4%	-17.6%	-27.1%	8.7%
O=C1NCN(c2ccccc2)C12CCN(C(CCc1ccccc1)c1nnnn1C1CCCCC1)CC2 (centres undefined)	4.7%	?	nt	-1.7%	?	nt	12.6µM*	-49.5%	nt
O=C(Cn1c(=O)c(C(F)(F)F)nc2ccccc21)N1CCC2(CC1)OCCO2	-3.5%	3.4%	10.2%	0.1%	i	13.2%	31.7%	-18.0%	-7.6%
CN1CCc2c(c(N3CCCCC3)nc3n[nH]c(N)c23)C1	-5.0%	-2.9%	5.7%	-0.2%	i	4.1%	-23.8%	-24.4%	10.1%
C#CCOc1cc(C2C3=C(COC3=O)Nc3cc4c(cc32)OCO4)ccc1OC (centres undefined)	10.9%	-24.4%	?	0.0%	i	-2.1%	?	-4.3%	?
CCOc1ccc(C2CC(c3c(O)n(C)c(=O)n(C)c3=O)=NN2)cc1 (centres undefined)	-4.4%	3.6%	-29.8%	0.2%	i	0.0%	-2.3%	0.6%	-15.9%
CN1C(=O)C(=Cc2cn(CC#N)c3ccccc23)C(=O)N(C)C1=O	4.5%	13.2%	-5.4%	2.5%	i	-1.2%	1.9%	2.5%	5.5%
COC(=O)C1=C(c2ccc3ccccc3c2)C[C@@H]2CC[C@H]1N2C(=O)NCC1CC1	3.2%	-25.2%	?	0.7%	?	-0.8%	-25.5%	-11.6%	15.8%
Cn1c(=O)c(Oc2ccc(F)cc2)c(O)c2ccccc21	0.7%	-15.7%[11.3 µM]	?	2.3%	i	-11.5%	16.0%	16.6%	9.0%
CCCSc1nc2ccccc2c(=O)n1-c1ccccc1OC	nt	nt	-13.2%	6.5%	nt	-14.2%	?	-19.8%	nt
COc1cc2c(cc1OC)C13CCN4C=C5CCOC6CC(=O)N2C1C6C5CC43 (centres undefined)	-1.4%	6.6%	0.2%	-1.4%	i	-0.6%	?	8.2%	8.9%
N#CC(C#N)=NNc1ccc(-n2ccc(C(F)(F)F)n2)cc1	13.1%	?	16.4µM*	-0.1%	?	?	3.16µM*	-44.8%	?
COC(=O)C1=C(c2ccc3ccccc3c2)C[C@@H]2CC[C@H]1N2C(=O)NCCNC(C)=O	5.1%	0.8%	-5.0%	-0.7%	i	-8.6%	3.2%	10.3%	-9.4%
